# Source: PubChem BioAssay (several laboratories)
# STAT3 activator – increases IL-6 driven STAT3 reporter signal; U3A cells, IL-6 STAT3-luciferase reporter, luminescence; 100% = signal with IL-6 EC80 alone; activation (% of control), % at 5.6 µM; hit rate 0.91% among 190,000;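 active = activation above the screen-wide mean of compound activation plus 3 SD, cut at about 130% in these data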;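 note: 0% = background luminescence of wells with medium and substrate only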
#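 Material: STAT1-lacking human U3A cells, STAT3 luciferase reporter | Benchmarks: IL-6-only wells as 100% reference | Probe or stimulus: IL-6 (33 ng/mL) | Timing: Compound 1 h, then IL-6 6 h at 37 °C | Detection: Luminescence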
# STAT1 blocker – reduces IFN-gamma driven STAT1 reporter signal | inhibition, % at 5.5 µM | NIH 3T3 STAT1-luciferase reporter, luminescence | AID 920 | hit rate 0.35% among 200,000;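 active = inhibition above a set limit, the mean inhibition across all tested compounds plus 3 SD, cut at about 34% in these data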;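 note: 0% = IFN-gamma with DMSO and 100% = IFN-gamma with 300 µM nifuroxazide; values of inactives mirror those of a sister screen read the other way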
# STAT3 blocker – inhibitors of IL-6 induced STAT3 signaling; U3A cells, IL-6 STAT3-luciferase reporter, luminescence; host cell line lacks STAT1; inhibition, % at 5.5 µM; hit rate 0.89% among 190,000;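 active = inhibition above the mean inhibition across all screened compounds plus 3 SD, cut at about 44% in these data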;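 note: 0% = DMSO only wells and 100% = 100 µM nifuroxazide control wells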
# Hsp70 activator – switches on Hsp70 transcription; HeLa Hsp70 promoter luciferase reporter, luminescence; scaled: vehicle 0, proteasome-inhibitor control 100%; activation, % at 10 µM; hit rate 0.04% among 200,000;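 active = activation above the mean across all tested compounds plus 3 SD, cutoff set per campaign, cut at about 5.5% in these data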;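 note: 100% = MG132 at 30 µM as the positive control and 0% = DMSO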
# NF-kB neuron act – raises NF-kB expression in human neuronal cells; NF-kB reporter expression; active compounds read high; fold change at 12.5 µM; hit rate 1.6% among 190,000; AID 1239; in the data active = fold change above about 3.3
# FLuc inhib CS – Photinus pyralis luciferase inhibition counter-screen; hit rate 1.5% among 200,000; inhibition, % at 10 µM; ATPLite firefly luciferase biochemical luminescence, 10 min; P08659;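 active = inhibition above about 50% when tested at 10 µM, limit read from the data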
# Target sequence (P08659 whole entry, looked up): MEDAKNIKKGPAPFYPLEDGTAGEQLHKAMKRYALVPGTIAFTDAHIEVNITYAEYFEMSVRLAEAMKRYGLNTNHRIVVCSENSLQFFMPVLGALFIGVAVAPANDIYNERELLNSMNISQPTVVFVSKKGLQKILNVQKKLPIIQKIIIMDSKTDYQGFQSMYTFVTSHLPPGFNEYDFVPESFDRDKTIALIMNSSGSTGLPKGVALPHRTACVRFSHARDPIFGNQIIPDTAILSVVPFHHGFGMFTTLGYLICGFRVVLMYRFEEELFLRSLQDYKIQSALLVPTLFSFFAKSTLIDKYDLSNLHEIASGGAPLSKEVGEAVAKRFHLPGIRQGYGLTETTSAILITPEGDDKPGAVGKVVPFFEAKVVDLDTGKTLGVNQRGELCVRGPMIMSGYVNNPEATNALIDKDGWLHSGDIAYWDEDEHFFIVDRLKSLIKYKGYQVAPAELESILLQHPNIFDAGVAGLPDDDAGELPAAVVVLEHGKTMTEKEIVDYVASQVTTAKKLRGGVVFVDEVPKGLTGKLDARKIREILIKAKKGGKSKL
# APP 5'UTR act – activates APP 5'UTR luciferase reporter. SH-SY5Y APP 5'UTR luciferase reporter, luminescence; zero percent = DMSO vehicle wells. activation, % at 2 µM. hit rate 1% among 190,000;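 active = activation above a set limit, based on mean plus 3 SD of controls, cut at about 140% in these data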; note: values of inactives mirror those of a sister screen read the other way
# APP 5UTR inh – APP translation inhibition. SH-SY5Y APP 5'UTR-luciferase reporter, luminescence. inhibition, % at 2 µM. hit rate 0.82% among 190,000;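 active = inhibition above a set limit, derived from the sample mean plus 3 SD, cut at about 45% in these data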; note: values of inactives mirror those of a sister screen read the other way
# STAT1 act – STAT1 signaling activation | hit rate 2.6% among 200,000 | AID 932 | NIH 3T3 STAT1-luciferase reporter, IFN-gamma, luminescence; 100% = IFN-gamma alone, no compound | activation (% of control), % at 5.5 µM;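 active = activation above the screen-wide mean activation plus 3 SD, cut at about 130% in these data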;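 note: raw ratio to IFN-gamma control signal so 100% means no change and 0% no light; values of inactives mirror those of a sister screen read the other way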
# RAM network inh – inhibitors of the yeast RAM network | S. cerevisiae dse1pr::URA3 reporter, 5-FOA growth OD615, 2 d; analog-sensitive cbk1-as2 kinase mutant strain | inhibition, % at 50 µM | hit rate 1.8% among 190,000 | AID 868;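 active = inhibition above a set limit, 3 SD over mean compound inhibition, cut at about 8.4% in these data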;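 note: 0% = DMSO-only wells with no growth and 100% = 10 µM 1-NA-PP1 full growth; inhibition rescues growth on 5-FOA so higher OD means more RAM inhibition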
# Numbers without * were called inactive.
SMILES,STAT3 activator,STAT1 blocker,STAT3 blocker,Hsp70 activator,NF-kB neuron act,FLuc inhib CS,APP 5'UTR act,APP 5UTR inh,STAT1 act,RAM network inh
c1ccc(CSc2ncnc3ccccc23)cc1,87,-15,19,-0.2,1.4,3,-17,17,112,-2.0
COc1cc(/C=C(\C#N)C(=O)c2c[nH]c3ccccc23)cc(OC)c1O,96,0,13,-0.2,1.2,-1,20,-20,98,6.1
COC(=O)c1c(NC(=O)CSc2nnc(-c3ccco3)n2Cc2ccccc2)sc(C)c1C,104,3,-8,-0.2,0.64,-10,-6,6,97,4.1
CNC(=O)c1cc2c(ccc3ccccc32)oc1=N,95,-1,8,0.4,1.1,7,-14,14,101,-0.7
CN(C)CCOCCOc1ccc(Cl)cc1Br,88,-2,19,0.0,1.1,0,1,-1,98,2.2
O=C(c1cc(N2C(=O)C3C4CCC(C4)C3C2=O)ccc1Cl)N1CCN(c2ccc(F)cc2)CC1 (configuration not stated),81,4,20,-0.3,0.91,-2,5,-5,96,-1.7
Cc1ccc2[nH]c3c(c2c1)CN(C(=O)CN1CCN(c2ccccn2)CC1)CC3,100,-4,4,-0.5,0.78,-6,6,-6,102,-0.6
CCOC(=O)c1c(NC(=O)C2C3C=CC(C3)C2C(=O)O)sc2c1CCC(C)C2 (configuration not stated),101,12,-3,-0.1,1.2,-5,-3,2,89,1.9
O=C(/C=C/c1ccco1)NC(=S)Nc1ccccc1N1CCCC1,126,6,-27,-0.3,0.48,-2,-14,14,94,0.8
COCCn1c(NCc2ccc(C)cc2)nc2c1c(=O)[nH]c(=O)n2C,101,-1,3,-0.1,1.2,-6,34,-34,103,1.6
CC(=O)N(C)c1ccc(NC(=O)COc2ccc(Br)cc2C)cc1,98,-1,6,-0.3,1.1,-8,12,-12,101,0.9
CCc1ccc2c(c1)c(N=NC1=NC(=O)CS1)c(O)n2CC,95,5,7,0.0,0.96,-9,7,-7,95,4.8

# The closing 2 compounds of the part above are carried over, then new ones follow:
SMILES,STAT3 activator,STAT1 blocker,STAT3 blocker,Hsp70 activator,NF-kB neuron act,FLuc inhib CS,APP 5'UTR act,APP 5UTR inh,STAT1 act,RAM network inh
CC(=O)N(C)c1ccc(NC(=O)COc2ccc(Br)cc2C)cc1,98,-1,6,-0.3,1.1,-8,12,-12,101,0.9
CCc1ccc2c(c1)c(N=NC1=NC(=O)CS1)c(O)n2CC,95,5,7,0.0,0.96,-9,7,-7,95,4.8
COc1ccc(/C(C)=N/NC(=O)Cc2c(C)nc(C)[nH]c2=O)cc1,104,7,-6,-0.2,1.1,-4,9,-9,93,-0.1
CCOC(=O)C1=C(C)NC(=O)NC1c1ccc(-c2ccc(F)cc2)o1 (configuration not stated),103,3,3,0.3,1.1,-10,25,-25,96,3.0
C=CCn1c(SCC(=O)NCCC2=CCCCC2)nc2ccc(Cl)cc2c1=O,104,0,6,-0.1,1.1,-10,-2,2,100,6.0
CCOc1ccc(-n2c(SCC(=O)Nc3cc(C)on3)nnc2-c2c[nH]c3ccccc23)cc1,91,9,15,0.2,0.86,-6,18,-18,91,8.6*
O=C(COC(=O)/C=C/c1cccc(F)c1)Nc1ccccc1-c1ccccc1,101,8,-4,-0.4,1.1,5,-8,8,93,7.9
CC1CCC2(CC1)NC(=O)N(CC(=O)N1CCN(S(=O)(=O)c3ccccc3)CC1)C2=O (configuration not stated),102,4,0,-0.1,1.2,-11,-3,3,96,0.6
COc1ccccc1CN1CCNC(=O)C1CC(=O)NCc1csc(C)n1 (configuration not stated),91,2,15,-0.1,0.97,0,6,-6,96,-0.1
Clc1ccc(-n2nnnc2CN2CCCCC2)cc1Cl,112,11,-9,-0.2,1.2,-2,16,-16,90,-1.0
O=C(CCN1C(=O)c2cccc3cccc(c23)C1=O)NCc1cccnc1,83,3,24,-0.2,1.2,-4,-4,4,96,-0.4
Cc1ccccc1C(=O)N1CCN(c2ccc(NC(=O)c3cccnc3Cl)cc2)CC1,112,-10,-11,-0.4,1.1,-5,1,-1,107,5.4
O=C(Cc1ccccc1)Nn1c(-c2ccccc2)nc2ccccc2c1=O,91,12,11,-0.4,1.2,-5,-13,13,89,2.0
CCOC(=O)c1nn(-c2ccccc2)c2nnc(Cc3ccc(C)cc3)c(=O)n12,90,1,15,0.0,1.1,-9,-1,1,99,0.3

# Entries listed so far that bear a hit mark in RAM network inh.
SMILES	STAT3 activator	STAT1 blocker	Hsp70 activator	NF-kB neuron act	APP 5'UTR act	APP 5UTR inh	STAT1 act	RAM network inh
CCOc1ccc(-n2c(SCC(=O)Nc3cc(C)on3)nnc2-c2c[nH]c3ccccc23)cc1	91	9	0.2	0.86	18	-18	91	8.6*

# The list continues:
SMILES,STAT3 activator,STAT1 blocker,STAT3 blocker,Hsp70 activator,NF-kB neuron act,FLuc inhib CS,APP 5'UTR act,APP 5UTR inh,STAT1 act,RAM network inh
CCOC(=O)Cc1csc(NC(=O)CSc2nnnn2-c2ccc(C)cc2C)n1,104,3,-1,-0.1,0.95,-5,-5,5,104,2.3
CCCOC(=O)Nc1nnc(CCC)s1,104,-3,-4,-0.2,1.4,-5,11,-11,103,-0.8
Cc1ccc(CCCOC(=O)C[N+]2(C)CCCCC2)cc1,101,-14,5,-0.2,1,-4,17,-17,112,3.2
Nc1ccc(-c2cn3cccnc3n2)cc1,92,-19,15,-0.2,1.3,0,26,-26,115,0.2
CC1(C(=O)N2CCN(c3ccccc3)CC2)CC1(Cl)Cl (configuration not stated),100,-18,5,-0.3,1.2,-9,4,-4,113,0.6
Cc1cc(/C=N/NC(=O)C(=O)N2CCCC2)c(C)n1-c1cccc(Br)c1,102,0,9,-0.1,1.1,-5,-7,7,100,-0.3
O=S(=O)(Nc1ccc2c(c1)nc1n2CCN(Cc2ccccc2)C1)c1ccccc1,76,8,31,-0.1,1,-4,5,-4,98,2.5
O=c1cc(NC2CCCCCC2)[nH]c(=O)[nH]1,106,5,-4,-0.5,0.86,-4,-17,17,95,4.7
Cc1ccc(C)c(OCCCN2CCCC2)c1,104,1,-2,-0.3,1,-5,9,-9,99,0.1
COC(=O)c1cn(-c2ccc(Cl)cc2)c(=O)c2ccccc12,97,-1,3,0.1,1,-1,-5,5,101,0.8
CCOCCCNC(=O)C1CCC(CNS(=O)(=O)c2ccc(F)cc2)CC1 (configuration not stated),102,2,4,-0.6,1.2,-6,1,-1,98,2.2
CCN(CC)CCNC(=O)C12CC3CC(CC(C3)C1)C2,104,-2,-4,-0.3,1.1,-7,12,-12,102,3.7
N#CC(CO)(Cc1ccc(OC(F)F)cc1)c1nc2ccccc2[nH]1 (configuration not stated),103,-8,-3,0.5,0.97,-3,11,-11,107,1.7
CNC(=O)C(=O)NCCN1CCN(C(=O)c2ccc([N+](=O)[O-])cc2)CC1,102,-8,0,0.0,1.4,5,20,-20,107,1.0
CCc1cc2c(=O)nc3n(c2s1)Cc1ccccc1/C3=C(/O)c1cccc([N+](=O)[O-])c1,110,3,-6,-0.1,1.1,7,-1,2,97,0.9
Cc1ccc(C(=O)n2cnnc2N)cc1C,106,-4,-5,0.0,0.79,-6,28,-28,103,-0.7
CCCNC(=S)N1CCN(C)CC1,102,-13,-4,-0.2,1.1,-4,4,-4,111,-0.4
Cc1ccc(C(=O)NCC(=O)N2CCN(c3ncccn3)CC2)s1,105,-10,-5,-0.1,1.4,1,-4,4,109,1.6
Cc1cccc(NC(=S)N2CCC(c3nc4ccccc4s3)CC2)c1,98,0,13,-0.1,1.1,-8,4,-4,100,3.8
CCNc1cccc2c1C(=O)N(C)C2=O,100,-8,6,-0.3,1.1,-6,4,-4,108,0.3
COc1cccc(Oc2cnc(N)nc2-c2ccc(OC)cc2O)c1,112,-6,-10,0.0,0.85,-6,-61,61*,105,10*
O=C(COC(=O)c1ccc(Cl)s1)c1ccc[nH]1,85,-10,21,-0.2,1.1,3,-6,6,109,0.8
C=C(C)CNC(=S)N/N=C(\C)c1ccc(OC)cc1,81,9,25,-0.2,0.96,-3,9,-9,92,0.5
COc1ccccc1OCCNC(=O)C1CCCCC1,92,1,14,-0.3,1.8,1,13,-13,97,1.4
O=C(NCc1ccccn1)Nc1ccccc1,106,-6,-6,0.1,1.3,1,-1,1,104,1.1
CC(C)(C)c1csc(NC(=O)c2cccs2)n1,101,-33,2,0.1,2.5,20,122,-122,130*,-0.3
CCOC(=O)c1c(C=O)c2sc(C)cc2n1C,98,-11,10,0.3,1.5,1,1,-1,111,2.3
Cc1ccc(C)n1-c1ccc(C(=O)NCc2ccncc2)cc1,98,-6,4,-0.5,1.1,-2,4,-4,103,-0.4
Cc1ccc(C)c(NC(=O)c2ccccc2NC(=O)C2CCCO2)c1 (configuration not stated),97,5,4,0.1,1,-3,23,-23,95,1.9
Cc1cc(C)c2cc(C#N)c(SCC(=O)NCc3ccco3)nc2c1,94,12,11,-0.3,1.4,1,-41,41,89,3.0
Cc1cc(C)cc(OCc2nnc(SCC(=O)c3ccccc3)o2)c1,91,0,13,-0.2,1.5,2,16,-16,100,8.2
N#Cc1ccccc1CSc1ccccn1,95,-4,8,-0.1,1.1,-6,19,-19,104,-0.1
Cn1c(CNc2ccc(Cl)cc2)nnc1SCCN1CCCCC1,103,5,0,0.0,1.2,-7,-34,34,97,3.3
CCOC(=O)C(=O)Nc1nnc(CCc2ccccc2)s1,98,3,3,0.2,1.4,-2,-9,9,98,-1.1
CCCCn1c(SCC(=O)N2CCOCC2)nnc1-c1ccoc1C,101,-1,3,-0.1,1.1,-3,1,-1,101,2.2
Cc1ccc(C(=O)N/N=C2\CC3CC=CC23)c(C)c1 (configuration not stated),103,-2,4,-0.3,0.92,-4,1,-1,101,0.9
CN1c2cccc3cccc(c23)N(C)C1c1cccs1,98,4,13,-0.1,0.93,-2,0,0,96,0.4
Cc1ccc(C(=O)NCCCNCCCN(C)C)cn1,94,3,11,0.2,0.92,-6,6,-6,97,1.4
O=C1NN(c2ccccc2)C(=O)C2C1C1C=CC2C12CC2 (configuration not stated),89,11,9,-0.4,1.2,-3,-8,8,90,1.5
CC(=O)N1CCN(S(=O)(=O)c2cccc(C(=O)OCC(=O)N3CC(=O)Nc4ccccc43)c2)CC1,86,5,25,0.1,1.1,-9,2,-2,94,0.7
Cc1cccc(CN2CCN(Cc3nc4c(s3)CCCC4)CC2CCO)n1 (configuration not stated),108,7,-3,-0.4,1.1,-10,-7,7,91,0.8
CCCCCCCCCc1nc2sc3c(c2c(=O)n1NC(=O)c1ccccc1[N+](=O)[O-])CC(C)(C)OC3,111,-9,-16,0.1,0.92,-2,8,-8,108,1.7
CC(C)Cn1c(=S)[nH]c2cc(Cl)ccc21,101,5,-1,-0.2,0.97,-3,15,-15,95,1.4
O=C(NCC1CCCO1)C1CCN(C2CCN(Cc3ccco3)CC2)CC1 (configuration not stated),102,0,0,-0.1,1.1,-10,5,-5,98,1.0
COc1ccccc1NC(=O)COc1ccc(C(=O)OCC(=O)NC(C)(C)C)cc1OC,99,3,8,-0.3,1.1,-4,6,-6,96,4.2
CCNC(=S)N(Cc1ccccc1)Cc1nc2ccccc2c(=O)[nH]1,103,6,-6,-0.2,1.1,1,-2,2,96,0.7
COc1ccc(Cl)cc1N1C(=O)C2CCCN2C1c1cccc(F)c1 (configuration not stated),116,2,-10,-0.2,1,-7,12,-12,98,0.7
Cc1cc(/C=C(\C#N)C(=O)NCc2ccco2)c(C)n1-c1ccc(C(=O)O)cc1,99,4,10,-0.2,1.2,-7,-22,22,96,6.2
CC1CN(CCOc2ccccc2-c2ccccc2)CC(C)O1 (configuration not stated),96,4,4,0.0,1.1,-1,0,0,97,1.1
